Screens from PubChem BioAssay.
hcGAS inh: Primary biochemical luminescence assay for human cyclic GMP-AMP synthase inhibitors; recombinant h-cGAS, ATP depletion, Kinase-Glo luminescence; inhibition, % at 12.5 µM; hit rate 0.081% among 290,000;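 further: 0% = vehicle reaction and 100% = reaction without DNA for no activity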
Target sequence (Q8N884 whole entry, looked up): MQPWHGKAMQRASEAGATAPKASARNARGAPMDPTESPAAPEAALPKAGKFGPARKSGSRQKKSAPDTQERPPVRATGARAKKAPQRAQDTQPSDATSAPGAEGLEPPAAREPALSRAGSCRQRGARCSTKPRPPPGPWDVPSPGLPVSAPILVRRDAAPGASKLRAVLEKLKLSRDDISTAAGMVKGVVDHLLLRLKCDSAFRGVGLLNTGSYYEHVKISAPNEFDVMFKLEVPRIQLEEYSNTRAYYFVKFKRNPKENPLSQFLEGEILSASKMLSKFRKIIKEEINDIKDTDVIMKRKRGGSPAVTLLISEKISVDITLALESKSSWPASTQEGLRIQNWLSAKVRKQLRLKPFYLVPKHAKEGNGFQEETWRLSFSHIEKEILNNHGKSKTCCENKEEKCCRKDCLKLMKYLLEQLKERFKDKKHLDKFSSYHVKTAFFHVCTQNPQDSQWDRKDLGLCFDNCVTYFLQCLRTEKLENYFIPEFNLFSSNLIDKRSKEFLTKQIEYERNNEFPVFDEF
NPYLR7 ag: agonists of mosquito NPYLR7 receptor, primary screen, cell-based, Aedes aegypti, calcium fluorescence, mosquito biting behavior; Aedes aegypti neuropeptide Y-like receptor 7 (NPYLR7); HEK293T NPYLR7/Galpha15, GCaMP6s calcium fluorescence; activation, % at 10 µM; hit rate 0.15% among 270,000; AID 1259423, 2018; in the data active means activation above about 40%;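 further: 0% = vehicle and 100% = reference agonist at the receptor; some compounds past the cut are filed as inactive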
mcGAS lum: cyclic GMP-AMP synthase inhibitors, mouse, primary biochemical chemiluminescence. recombinant cGAS, Kinase-Glo ATP depletion luminescence. inhibition, % at 12.5 µM. hit rate 0.15% among 160,000. AID 1259399, 2018;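 further: 0% = negative control wells and 100% = reference inhibitor with no enzyme activity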
An asterisk follows results filed as active; . = no result given; & = joins results of further samples. Unless noted, no stated cut-off is given here; in the data, active means inhibition above about 40%; inactive means the rest. Compounds were not picked by outcome. Share with any hit: about 0.27%.

SMILES	mcGAS lum	hcGAS inh	NPYLR7 ag
COc1cc(NC(=O)CCC2CCCN(Cc3cc(F)cc(F)c3)C2)cc(OC)c1 (centres undefined)	-9	-6	2
O=C(Nc1cccc(F)c1)Nc1ccnn1C1CCN(C(=O)C#Cc2ccccc2)CC1	-9	-5	2
N#Cc1cccc(S(=O)(=O)NCc2ccc(-n3ccnc3)c(F)c2)c1	.	-5	7
COc1ccccc1-n1c(CNC(=O)c2cccs2)nnc1SCC(=O)Nc1nccs1	0	-1	-14
COc1ccc(Nc2nc(C)c([N+](=O)[O-])c(Nc3ccc(OC)c(Cl)c3)n2)cc1Cl	-3	-4	7
CCCc1ncc(CN2CCCCC2C(=O)Nc2ccc(Oc3ccccc3)nc2)cn1 (centres undefined)	-3	7	4
O=C(CSc1ncnc2c1nnn2Cc1ccccc1)NCc1ccc2c(c1)OCO2	-4	-4	8
CCOc1cccc(CNC(=O)C2CCN(c3nc4ccsc4c(=O)n3-c3ccccc3)CC2)c1	-5	-5	-5
Nc1cc(-c2ccc(Cl)cc2)nn1-c1ccc(C(=O)NCc2ccccn2)cc1	-2	-1	3
Cc1[nH]cnc1C(=O)N1CCC(CO)(Cc2ccccc2Cl)CC1	.	-5	-1
CCC(C(=O)N1CCN(C2CCOCC2)CC1)n1cccn1 (centres undefined)	-6	-6	.
C=CCNC(=O)c1cnc2c(-c3ccc(OC)cc3)cnn2c1C	-10	-18	7

(cont.)
SMILES	mcGAS lum	hcGAS inh	NPYLR7 ag
Cc1ccc2c(c1)N(Cc1ccc(C(=O)NCCc3ccccc3)cc1)C(=O)CO2	-4	-3	.
CCCCC(F)(F)C(=O)CC[C@H]1[C@H](O)CC(=O)[C@@H]1CCCCCCC(=O)O	-11	-9	-3
CC(=O)Nc1ccc(Cl)c(C(=O)N2[C@@H]3CC[C@H]2CC(O)C3)c1 (some centres undefined)	.	-4	-2
CCSCCC(=O)N1CCCC(c2nn(C)c(=O)n2-c2ccccc2)C1 (centres undefined)	.	-1	4
CCOc1ccccc1OCCc1nc2sc3c(c2c(=O)[nH]1)CCCC3	.	-8	8
Cc1cc(C)c(S(=O)(=O)N2CCC(c3cn(Cc4ccc(C(F)(F)F)cc4)c4ccccc34)CC2)c(C)c1	-10	-4	21
CC(C)Cc1nc(C(C)n2cncn2)n(-c2ccc3c(c2)OCCO3)n1 (centres undefined)	-2	-1	-5
COc1ccc(-c2ccc(=O)n(CCNS(=O)(=O)c3cccc(C(F)(F)F)c3)n2)cc1	1	0	2
CC12CC3CC(C)(C1)CC(OCCN)(C3)C2	.	-8	-1
Cc1ccc2nc(C)n(C3CCN(C(=O)Cc4ccc(N(C)C)cc4)CC3)c2c1	-9	-5	6
Cn1c(=O)c2c(nc3n2CC(c2ccc(F)cc2)=NN3Cc2c(F)cccc2Cl)n(C)c1=O	-9	-5	8
CCC(C)OC(=O)Cn1nnc2sc3c(c2c1=O)CCC(C)C3 (centres undefined)	.	-1	0

Later entries:
SMILES	mcGAS lum	hcGAS inh	NPYLR7 ag
O=C(Nc1ccc(-n2nc(OCc3ccc(F)cc3)nc2-c2ccccc2F)cc1)Nc1cccc(Cl)c1	1	6	2
Cc1ccc(Oc2cc(CNC(=O)C(C)n3ccnc3)ccn2)cc1C (centres undefined)	-10	-5	4
Cc1c(C)n2c3c(=O)n(CC(=O)c4ccccc4)c(=O)n(C)c3nc2n1-c1ccccc1F	-6	0	1
COc1ccc(C2CC(=O)C3C(=Nc4ccccc4NC3c3ccc(C)s3)C2)cc1 (centres undefined)	0	1	3
COc1ccc(-n2nnnc2CNC(=O)C2c3ccccc3Oc3ccccc32)cc1	-7	-8	9
O=C1Nc2ccccc2C12CCCN(c1cnc3ccccc3n1)C2 (centres undefined)	.	-6	7
C=C(C)CN(C)C(=O)[C@@H]1C[C@H](N)CN1C	.	-6	16
O=C(CSc1nnc(-c2ccc(Cl)cc2)n1-c1ccccc1)N/N=C\c1ccccc1F	-6	-5	10
COc1ccccc1C1SCC(=O)N(CC(=O)NCc2ccncc2)c2c1c(C(C)(C)C)nn2-c1cccc(C)c1C (centres undefined)	-6	-6	.
Cc1nc(C)c(-c2cc(C(=O)NCCC(C)C)n[nH]2)s1	-7	-6	.
Cc1ccc2cc(C3(O)CCN(C)CC3)ccc2n1	-9	-1	21
Cc1nccn1CC1CCCN(Cc2ccc(-c3ccn[nH]3)s2)C1 (centres undefined)	-13	-9	25

The list goes on:
SMILES	mcGAS lum	hcGAS inh	NPYLR7 ag
CC1=NS(=O)(=O)NC(C)=C1CCC(=O)N1CCc2sccc2C1c1ccccc1 (centres undefined)	17	0	0
Cc1ccccc1-c1noc(CCC(=O)N(C)Cc2n[nH]c3c2CCCC3)n1	.	-5	2
CN(Cc1ccc(Cl)cc1)c1cnccn1	.	-6	-3
CCc1ccc(-c2noc(CCC(=O)N(CC)CC(=O)NC(C)(C)C)n2)cc1	.	2	-4
CCc1c(C(=O)OC)sc2nc(CN(Cc3ccccc3)CC(O)COC(C)(C)C)[nH]c(=O)c12 (centres undefined)	-6	-6	6
Cc1ccc(OCc2nc(CNC(C)C)cs2)cc1	.	0	34
O=c1c2cc(Br)ccc2ncn1Cc1cc2c(cc1Br)OCO2	.	10	-3
CS(=O)(=O)c1ccc(N)cc1	.	-3	2
O=C(Nc1nc2ccc(F)cc2s1)c1cccc(S(=O)(=O)N2CCOCC2)c1	-4	-4	9
CCCOc1cccn2c(N(C)C(=O)c3ccco3)c(CC)nc12	-2	-5	3
CCOC(=O)C1=C(O)/C(=C\c2ccc(OC)cc2O)SC1=Nc1ccc([N+](=O)[O-])cc1	-5	-5	2
O=S(=O)(c1ccc(Cl)cc1)N1CCCC(OCc2ccccc2Cl)C1 (centres undefined)	-3	-1	-7

Some of these compounds in order of molar mass, falling:
SMILES	mcGAS lum	hcGAS inh	NPYLR7 ag
CCc1ccc(-c2noc(CCC(=O)N(CC)CC(=O)NC(C)(C)C)n2)cc1	.	2	-4
Cc1ccccc1-c1noc(CCC(=O)N(C)Cc2n[nH]c3c2CCCC3)n1	.	-5	2
CCCOc1cccn2c(N(C)C(=O)c3ccco3)c(CC)nc12	-2	-5	3
CN(Cc1ccc(Cl)cc1)c1cnccn1	.	-6	-3
CS(=O)(=O)c1ccc(N)cc1	.	-3	2

Continued:
SMILES	mcGAS lum	hcGAS inh	NPYLR7 ag
COc1cccc(-c2nc3cccc(C)n3c2NC(C)(C)CC(C)(C)C)c1	-7	-6	1
Cc1ccc(CNC(=O)c2cn(C)c3c(=O)n(-c4ccc(C)cc4)c(=O)[nH]c23)cc1	.	-8	3
O=C(c1cn(-c2cc(N3CCCCC3)ncn2)cn1)N1CCc2ccccc2C1	.	-2	-11
CCN(C)c1ccccc1NC(=O)N1CCCCC1c1ncc[nH]1 (centres undefined)	.	1	-25
COc1cccc([C@@H]2c3c(C)nn(C)c3NC(=O)[C@H]2NC(=O)c2cccc(C)c2)c1	.	-4	1
Cn1c(N)c(C(=O)CN2CCn3cccc3C2c2ccccc2)c(=O)[nH]c1=O (centres undefined)	.	-3	1
Cc1cccn2c(=O)c(C(=O)NC3CC(C)CC(C)(C)C3)c(O)nc12 (centres undefined)	-8	-8	0
O=C(NCc1cccs1)c1cnc2ccccn2c1=O	1	4	4
CC(=O)c1ccc(-c2cc(F)cc3c2OC(CNC(=O)Cc2ccccc2C)C3)s1 (centres undefined)	-13	-6	2
Cc1ccc(-n2c(SCc3nc(C(=O)NC4CC4)cs3)nnc2-c2ccncc2)cc1	-5	-3	18
COc1ccc(CNC(=O)c2cccnc2N2CCN(C(=O)c3cc(C)oc3C)CC2)cc1	-4	-4	-6
Cn1ccnc1SCc1cc(=O)c(OC(=O)c2cc3ccccc3o2)co1	-3	-6	-3

(further entries)
SMILES	mcGAS lum	hcGAS inh	NPYLR7 ag
CC1CNC(=O)CCN1Cc1ccc(C#CC(C)(C)O)cc1 (centres undefined)	-7	-6	5
CC(c1ccccc1)N(Cc1cccc(Cl)c1)Cc1nc(C(=O)NCc2ccco2)co1 (centres undefined)	-8	-9	23
O=C1COc2ccc(S(=O)(=O)Nc3ccc4c(c3)OCO4)cc2N1	.	-2	-1
CCc1ccc(S(=O)(=O)NCCCn2nc(-c3ccco3)ccc2=O)s1	.	-5	-3
Cc1nonc1CC(=O)NC1CCCc2c1cnn2-c1ccc(F)cc1F (centres undefined)	.	0	-2
COCC(=O)Nc1c(-c2cccc(OC)c2)nc2ccccn12	-10	-6	6
CCn1c(SC(C)C(=O)NC2CCCC2)nnc1-c1cccs1 (centres undefined)	.	-13	17
Cc1cccc(CC(=O)Nc2cnn(-c3cccc(C(=O)N4CCN(c5cnccn5)CC4)c3)c2)c1	-4	1	-7
CC(C)(C)c1[nH]nc2c1C(c1c(F)c(F)c(F)c(F)c1F)C(C#N)C(=N)O2 (centres undefined)	.	-4	5
CCCc1cc(=O)[nH]c(-n2nc(C)cc2NC(=O)/C=C/c2ccc(OC)c(OC)c2)n1	-6	-6	10
Cc1c(C(=O)OCC(=O)c2ccc(Cl)s2)sc2nc3n(c(=O)c12)CCC3	.	-4	-1
COc1cccc(-c2nc(COC(=O)c3nnn(-c4ccc(Cl)cc4)c3C)c(C)o2)c1OC	-9	-8	8

Next part.
SMILES	mcGAS lum	hcGAS inh	NPYLR7 ag
COc1cccc(C(CN2CCN(C(=O)Nc3ccccc3OC(F)F)CC2)OCc2cccc(Cl)c2)c1 (centres undefined)	-5	-5	.
CSc1nc2c(c(=O)n(C)c(=O)n2C)n1Cc1cccc(C)c1	-4	-1	.
Cc1c(C(=O)c2ccc(Cl)cc2)oc2ccc(NC(=O)C3CC3)cc12	-4	-6	-1
CN(Cc1cccnc1)C(=O)c1coc(COc2ccc(F)cc2Cl)n1	.	0	-3
Cc1ccc(N2CCCC2)c(C(=O)N2CCN(c3ccc(Cl)nn3)CC2)c1	.	-6	0
CCn1nc(C(C)C)cc1C(=O)N1CCN(c2nc(C)cnc2C)CC1	-9	-6	.
CN(C)[C@@H]1C[C@@H](CO)N(C(=O)c2cc3c(-c4ccccc4)nn(C)c3s2)C1	-7	2	2
CC1CCCC(NC(=O)c2cccnc2N2CCCC2)C1 (centres undefined)	.	-16	10
CN(C)C(=O)c1cc(NC(=O)c2cc(Cl)cc3cccnc23)ccc1Cl	-14	-7	2
COc1ccc(-c2ccc(C)c(NC(=O)C(C)C)c2)nn1	.	-6	2
c1cnn(CCCNc2nc3nonc3nc2N2CCCCCC2)c1	.	-4&-6	4
CN=c1scc(-c2ccc(Br)cc2)n1N=Cc1ccc(O)c(OC)c1	.	5	-8

Further structures follow:
SMILES	mcGAS lum	hcGAS inh	NPYLR7 ag
CCc1ncc(C(=O)N2CC(c3cccnc3)C2)cn1	-12	-10	.
CC(=O)OC1CCC2(C)C3CC(=O)C4(C)C(CC5OC6(CCC(C)CO6)[C@@H](C)C54)C3CC[C@H]2C1 (some centres undefined)	-4	-4	.
CCOCC(=O)N1CCC(c2ccnc(-c3ccc4ncccc4c3)c2)C1 (centres undefined)	.	-3	-2
O=C(CCCSc1ccccc1)N1CCC(NS(=O)(=O)c2ccccc2)CC1	.	-7	0
CCN(Cc1nccn1Cc1cccc(Cl)c1)C(=O)c1cccc(F)c1	2	11	-4
COc1ccc(C(=O)Oc2cc(C)[nH]c(=O)c2[N+](=O)[O-])cc1	-6	-7	0
COC(=O)N=Nc1c(O)[nH]c2ccc(Br)cc12	-1	0	1
CC(C)N1CCC(NC(=O)c2cc(=O)[nH]c3ccccc23)C1 (centres undefined)	.	0	1
O=C(NCC1CCCCC1)NC1CCN(c2ccccc2F)C1=O (centres undefined)	-15	9	5
Cc1c(C)n2c3c(=O)n(CC(C)C)c(=O)n(C)c3nc2n1-c1ccccc1F	.	-4	2
COCCCN(CC(=O)N(Cc1ccccc1)Cc1cccn1Cc1ccc(F)cc1)C(=O)c1ccc(Cl)cc1	-4	-6	10
COc1ccc(CCN(Cc2ccc(C)o2)C(=O)CNCCN2CCCC2)cc1OC	-5	-4	37

Remaining list, next part.
SMILES	mcGAS lum	hcGAS inh	NPYLR7 ag
CC(C)c1ccc(Nc2ncc3c(n2)CCN(C(=O)Nc2cccnc2)C3)cc1	-2	-4	-1
CCCOc1ccccc1C1NC(=O)NC(C)=C1C(=O)OCC(C)C (centres undefined)	.	0	-2
c1ccc2c(-c3nc(C4CCCCC4)no3)cc(-c3ccncc3)nc2c1	.	-5	4
C(=C1CCc2cn[nH]c21)c1ccccc1	.	-5	-3
Cc1nc(N(C)C)c2sc(=S)n(C)c2n1	.	1	2
CCOC(=O)C1CCN(C(=O)c2ccc(CSc3nc(-c4ccccc4)cc(N4CCN(c5ccccc5Cl)CC4)n3)cc2)CC1	1	1	1
CN(C)/C=C1\C(=O)c2ccc(N(C)C)nc2CC1c1ccccc1 (centres undefined)	.	-8	3
O=C(Cn1c(O)c(N=Nc2ccc([N+](=O)[O-])cc2[N+](=O)[O-])c2ccccc21)Nc1ccccc1	-6	-5	0
Cc1nc(N(C)C/C=C/c2ccccc2)c2cnn(C)c2n1	.	-5	25
O=C(CN(c1cccc([N+](=O)[O-])c1)S(=O)(=O)c1ccccc1)Nc1ccc(I)cc1	-5	-3	4
O=C(C1CCC(=O)N(C2CC2)C1)N1CCN(Cc2ccc3c(c2)OCO3)CC1 (centres undefined)	.	5	-3
O=S(=O)(NCCOc1ccc(-c2cccs2)nn1)c1ccc2ccccc2c1	-7	-8	-1
